Salmonella PhoP GFP: Inhibition of PhoP regulon, Salmonella typhi GFP reporter cells, confirmation, 4 h (AID 1850). 0.33% of 310,000 active. Salmonella Typhi PhoP-promoter GFP reporter, fluorescence, 4 h; higher % means a stronger effect. one-dose inhibition, % at 50 µM; IC50 in µM for titrated hits; in the data active = a potency from the dose series; inconclusive = inhibition mostly from about 25% at the one dose, without a potency; inactive = the rest, 99 in 100 with inhibition below about 19%;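 note: 0% = induced wells with vehicle and 100% = uninduced wells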
influenza NS1A: NS1A inhibition, H1N1 influenza, cell based functional assay (AID 504329); NS1A functional cell-based assay, percent inhibition; higher % means a stronger effect; one-dose inhibition, % at 12.5 µM; IC50 in µM for titrated hits; 0.3% of 340,000 active; in the data active = a potency from the dose series; inconclusive = inhibition above about 27% without an active follow-up result; note: strong numbers were not always called active
M. tuberculosis HTS: M. tuberculosis growth inhibition, HTS (AID 449762); M. tuberculosis H37Rv growth inhibition, 7H9 media; higher % means a stronger effect; inhibition, % at 25 µM; hits with a dose series show IC50 in µM; 0.59% of 330,000 active; in the data active = a potency from the dose series; inconclusive = inhibition above about 70% without an active follow-up result;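 note: bacterial growth assessed after seven days of incubation; strong numbers were not always called active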
inhibitors of VEEV: inhibitors of VEEV TC-83 cytopathic effect, confirmation, Vero cells (AID 588727); 0.13% of 350,000 active; inhibition, % at 20 µM; hits with a dose series show IC50 in µM; Vero cells, VEEV TC-83 cytopathic effect inhibition; higher % means a stronger effect; in the data active = a potency from the dose series; inconclusive = inhibition mostly from about 14% at the one dose, without a potency; inactive = the rest, 99 in 100 with inhibition below about 12%; note: strong numbers were not always called active
tuberculosis growth: growth inhibition of non-replicating M. tuberculosis (AID 488890) | Mycobacterium tuberculosis non-replicating, growth inhibition; higher % means a stronger effect | inhibition, % at 25 µM, or IC50 in µM where a hit was titrated | 0.39% of 320,000 active; in the data active = a potency from the dose series; inconclusive = inhibition mostly from about 82% at the one dose, without a potency; inactive = the rest, 99 in 100 with inhibition below about 76%;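 note: plate controls were DMSO cells for no effect and high antibiotic wells for full effect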
inhibitors of VEEV 10K pilot screen: further read-out of inhibitors of VEEV, marked with its call; inhibition, %; measured here: 10K pilot screen inhibition
* marks the source's active call; other numbers are inactive results; i = inactive; ? = inconclusive; · = not tested or not shown.

The opening 13 records, ahead of the listing:
SMILES | Salmonella PhoP GFP | influenza NS1A | M. tuberculosis HTS | inhibitors of VEEV | tuberculosis growth | others
C/C(=N\N=C1\NC(=O)C(Cc2ccccc2)S1)c1ccccc1 (configuration not stated) | -20.3% | -4.2% | ? | 1.3% | 77.2%
C=CCOC(=O)C1=C(C)NC(C)=C(C(=O)OCC=C)C1c1ccco1 | 6.9% | 9.4% | 3.5% | 2.8% | 11.6%
N=C1C(c2nc3ccccc3c(=O)[nH]2)=C(O)CN1CCc1ccccc1 | -9.8% | -7.2% | -5.5% | i | -28.9%
COC(=O)C1=C(N)Oc2c(oc(CO)cc2=O)C1c1ccccc1F (configuration not stated) | 3.6% | -0.9% | -6.0% | i | -4.6%
CCN(CC(=O)NCc1cccs1)S(=O)(=O)c1ccc(F)c(F)c1F | -5.5% | 1.5% | 6.3% | i | 2.4%
CSc1ccccc1NC(=O)Cn1nnc(-c2ccc(S(C)(=O)=O)cc2)n1 | -1.1% | 3.6% | -2.1% | 0.1% | -1.8%
COc1ccc(-n2c(SC3CCOC3=O)nc3ccccc3c2=O)cc1OC (configuration not stated) | -8.8% | 1.8% | -7.3% | 4.2% | -3.1%
Cc1ccsc1/C=C1/SC(=O)N(CC(=O)N2CCCC2)C1=O | -1.6% | 1.4% | 3.7% | 2.6% | 43.1%
Cc1nnc(SCc2ccccn2)n(N)c1=O | 0.5% | -9.3% | -2.7% | i | -30.7%
O=C(CCN1C(=O)C2(OCCO2)c2ccccc21)c1ccccc1 | -2.2% | 1.1% | -2.8% | 8.8% | 0.0%
Cc1cc(=O)n(C)c(=O)n1CCCCCCN1CCCC1 | -0.4% | -4.5% | 8.2% | 0.4% | -0.5%
S=c1nc[nH]c2c1ncn2C1CCCC1 | 0.1% | -7.3% | -2.0% | i | 1.6%
CCC(Sc1nc2n[nH]c(C)c2c(=N)n1-c1cccc(Cl)c1C)C(=O)N(CC)CC (configuration not stated) | -4.6% | -0.1% | -10.6% | i | 1.6%

The list itself, from the first entry:
SMILES | Salmonella PhoP GFP | influenza NS1A | M. tuberculosis HTS | inhibitors of VEEV | tuberculosis growth | others
C/C(=N\N=C1\NC(=O)C(Cc2ccccc2)S1)c1ccccc1 (configuration not stated) | -20.3% | -4.2% | ? | 1.3% | 77.2%
C=CCOC(=O)C1=C(C)NC(C)=C(C(=O)OCC=C)C1c1ccco1 | 6.9% | 9.4% | 3.5% | 2.8% | 11.6%
N=C1C(c2nc3ccccc3c(=O)[nH]2)=C(O)CN1CCc1ccccc1 | -9.8% | -7.2% | -5.5% | i | -28.9%
COC(=O)C1=C(N)Oc2c(oc(CO)cc2=O)C1c1ccccc1F (configuration not stated) | 3.6% | -0.9% | -6.0% | i | -4.6%
CCN(CC(=O)NCc1cccs1)S(=O)(=O)c1ccc(F)c(F)c1F | -5.5% | 1.5% | 6.3% | i | 2.4%
CSc1ccccc1NC(=O)Cn1nnc(-c2ccc(S(C)(=O)=O)cc2)n1 | -1.1% | 3.6% | -2.1% | 0.1% | -1.8%
COc1ccc(-n2c(SC3CCOC3=O)nc3ccccc3c2=O)cc1OC (configuration not stated) | -8.8% | 1.8% | -7.3% | 4.2% | -3.1%
Cc1ccsc1/C=C1/SC(=O)N(CC(=O)N2CCCC2)C1=O | -1.6% | 1.4% | 3.7% | 2.6% | 43.1%
Cc1nnc(SCc2ccccn2)n(N)c1=O | 0.5% | -9.3% | -2.7% | i | -30.7%
O=C(CCN1C(=O)C2(OCCO2)c2ccccc21)c1ccccc1 | -2.2% | 1.1% | -2.8% | 8.8% | 0.0%
Cc1cc(=O)n(C)c(=O)n1CCCCCCN1CCCC1 | -0.4% | -4.5% | 8.2% | 0.4% | -0.5%
S=c1nc[nH]c2c1ncn2C1CCCC1 | 0.1% | -7.3% | -2.0% | i | 1.6%
CCC(Sc1nc2n[nH]c(C)c2c(=N)n1-c1cccc(Cl)c1C)C(=O)N(CC)CC (configuration not stated) | -4.6% | -0.1% | -10.6% | i | 1.6%
CC1=CC(C)(C)N2C(=O)C3(C(C#N)=C(N)OC4=C3C(=O)CCC4)c3c(C)c(C)cc1c32 (configuration not stated) | -11.0% | 0.3% | -19.3% | i | 3.6%
Cc1cn(CC(=O)NCc2ccccn2)c(=O)[nH]c1=O | · | -28.7% | · | 0.4% | ·
COc1ccc(C(=O)N/N=C(\C)c2cccc(NC(=O)c3ccc(F)cc3)c2)c(OC)c1 | 14.6% | 8.2% | -3.5% | 9.8% | 11.4%
CC(C)CCn1c(COc2ccccc2)n[nH]c1=S | 9.5% | -3.7% | 2.9% | 0.6% | -0.2%
Cc1occc1C(=O)N/N=C/C=C/c1ccccc1[N+](=O)[O-] | 1.4% | -4.0% | -0.2% | 1.3% | 27.9%
Cc1ccc(NC(=O)CCCn2nc(C)c3c(C)n(-c4ccccc4)nc3c2=O)cc1C | -7.8% | 11.0% | 0.9% | 1.1% | 18.4%
CCOC(=O)C1(Cc2ccccc2C(F)(F)F)CCN(C(=O)c2cc(C)n(C)n2)CC1 | -5.9% | -8.7% | -3.8% | i | -6.3%
O=CN1CCN(C(C(=O)NC2CCCC2)c2ccc(Cl)cc2)CC1 (configuration not stated) | 2.2% | -1.9% | -7.5% | 4.3% | 36.6%
CCOC(=O)C1=CNS(=O)(=O)NC1c1ccc(C)cc1 (configuration not stated) | · | -5.4% | · | i | ·
CC1CCCCN1C(=O)CSc1nc(-c2ccccc2)cn1N (configuration not stated) | -4.0% | 3.7% | -4.8% | i | 2.6%
COc1cc(-c2nnn(Cc3ccccc3C)n2)cc(OC)c1OC | -3.2% | 16.7% | -8.5% | 1.5% | 24.0%
COc1ccc(OCC(O)CON2C(=O)c3ccccc3C2=O)cc1 (configuration not stated) | 2.5% | 2.7% | -3.5% | 0.8% | -6.7%
CC1=NN(c2ccccc2)C(=O)/C1=C\c1cc(C)n(-c2ccccc2)c1C | -8.2% | 12.3% | -6.3% | 0.7% | -8.5%
CC(=O)NC(c1ccccc1)c1cc(Cl)c2cccnc2c1O (configuration not stated) | 4.2% | 16.2% | 1.2% | 8.3% | -1.3%
COc1ccc(C(=O)Nc2ccccc2C(=O)NC(Cc2ccc(O)cc2)C(=O)NNC(=O)c2ccncc2)cc1 (configuration not stated) | -9.1% | 3.4% | -10.3% | 0.7% | 22.4%
CC(/C=C/c1ccccc1)=N\NC(=O)C1CC1(C)c1ccccc1 (configuration not stated) | -1.2% | 1.0% | 22.7% | 5.7% | 21.7%
CCCCCn1c(=O)c(C(=O)Nc2nc3ccccc3[nH]2)c(O)c2ccccc21 | 5.2% | -3.4% | ? | 1.6% | 1.9µM*
O=C(Nc1c2c(nn1-c1ccccc1)CS(=O)(=O)C2)c1cc2ccccc2o1 | 1.0% | -0.3% | -18.3% | 2.0% | -7.0%
O=C(NCc1ccco1)C1CCCN(S(=O)(=O)Cc2ccccc2)C1 (configuration not stated) | 8.5% | 0.0% | 2.5% | 0.1% | 2.2%
S=C(CN1CCCC1=S)NCCc1ccccc1 | -15.7% | -5.3% | -1.5% | 0.5% | ?
O=C(Nc1cccc2ccccc12)c1cnsn1 | -0.8% | -3.9% | 4.4% | 0.5% | 66.7%
CCC(C)C(=O)Nc1nnc(CCc2ccccc2)s1 (configuration not stated) | 7.9% | -10.1% | -1.7% | 1.0% | 2.8%
CC(C(=O)Nc1ccc(C(=O)O)c(O)c1)N1C(=O)/C(=C\c2ccco2)SC1=S (configuration not stated) | -21.5% | 18.3% | 40.2% | i | 64.4%
Cc1onc(-c2ccccc2)c1C(=O)NNC(=O)c1ccccc1O | 8.9% | -4.8% | 3.6% | 5.9% | -12.1%
COc1ccc(C(C)=O)cc1CSc1nnc(Nc2ccccc2)s1 | -3.2% | -2.3% | 1.6% | 8.3% | -8.9%
Cc1cnc(C(=O)NCCc2ccc(S(=O)(=O)NC(=O)NC3CCCCC3)cc2)cn1 | 1.2% | 7.5% | 9.0% | i | -6.0%
COc1ccc(OCCSc2nc3ccccc3n2CC(=O)O)cc1 | -8.1% | 0.3% | -0.8% | 0.4% | -0.3%
O=C(NNS(=O)(=O)c1ccccc1F)c1cccc(S(=O)(=O)N2CCOCC2)c1 | -9.9% | 17.4% | 5.8% | 1.0% | -8.7%
CCOC(=O)c1ccc(NC(=S)N(CCCN(CC)CC)Cc2ccco2)cc1 | -3.2% | 21.8% | -5.2% | 0.6% | 10.2% | inhibitors of VEEV 10K pilot screen=0.0
CSc1ccc(/C=C2\C(=N)N3N=C(CC(=O)N4CCCCC4)SC3=NC2=O)cc1 | -1.1% | -2.7% | 3.1% | 3.0% | 16.2%
CC(C)Cn1c(N)c(C(=O)COC(=O)[C@H](C)NC(=O)c2ccccc2Cl)c(=O)n(C)c1=O | 3.7% | -4.2% | 6.1% | 2.8% | 5.8%
COc1ccc(NC(=O)CSc2nnc3n2CCCCC3)cc1 | 6.4% | 7.0% | 21.0% | 1.1% | -3.8%
COc1ccc(NC(=O)COC(=O)CCCC2=NS(=O)(=O)c3ccccc3N2)cc1 | 10.5% | 3.5% | -0.8% | i | 6.9%
COCCCNC(=O)c1ccc(N2CCOCC2)c(NS(=O)(=O)c2ccc(OC)cc2)c1 | 2.4% | -3.5% | -1.9% | 1.9% | 3.0%
Nc1nc(SCc2ccc(Br)cc2)c2ncn(C3OC(CO)C(O)C3O)c2n1 (configuration not stated) | · | -12.6% | · | 3.7% | ·
Cc1cc(N2CCOCC2)ccc1/C=C1\SC(=O)N(C(C)C)C1=O | -16.4% | 3.4% | 1.0% | 4.4% | 25.8%
O=C(O)CN(c1ccc(F)cc1)S(=O)(=O)c1ccc2c(c1)OCCO2 | -7.9% | -1.7% | -0.6% | 0.7% | -2.3%
Cc1cc(Nc2ccccc2)n(CCOC(=O)COc2ccccc2)n1 | -1.2% | 5.1% | 0.5% | 2.9% | -3.8%
Cn1c(C(=O)NCCc2ccsc2)cc2c(=O)n(C)c3ccccc3c21 | -0.1% | 8.6% | -4.2% | 7.1% | 5.0%
C=CCN1CCc2nc(N)sc2CC1 | -0.1% | 8.7% | · | 0.1% | ·
COc1cccc(NC(=O)CC2COc3ccccc3O2)c1 (configuration not stated) | -2.8% | 0.1% | -3.7% | 0.3% | 54.6%
S=c1[nH]nc(-c2ccc(Cl)cc2Cl)n1-c1ccc2c(c1)OCCO2 | -16.5% | 0.9% | -0.4% | 0.9% | -22.8%
O=C1C2CCCCN2C(=O)N1CCCCN1CCN(c2ccc([N+](=O)[O-])cc2)CC1 (configuration not stated) | -2.0% | -15.8% | -5.9% | i | -3.1%
COC(=O)c1ccc(Cn2ccc(=O)[nH]c2=O)cc1 | · | -4.4% | · | 5.9% | ·
COCCN(CCOC)S(=O)(=O)c1ccc(C(=O)Nc2ccncc2)cc1 | 6.2% | -9.6% | 4.0% | 0.3% | 7.3%
Cc1ccc(-c2csc3ncn(C(C)C(=O)O)c(=O)c23)cc1 (configuration not stated) | -7.7% | 3.2% | -3.4% | 0.9% | 8.0%
O=C(CN(Cc1ccc(F)cc1)C(=O)CCC(=O)Nc1ccccn1)NCc1ccco1 | -1.3% | 3.1% | -2.8% | 5.0% | -22.5%

Other compounds follow.
SMILES | Salmonella PhoP GFP | influenza NS1A | M. tuberculosis HTS | inhibitors of VEEV | tuberculosis growth | others
Cc1ccc(/C=N/n2nnnc2N)cc1[N+](=O)[O-] | 0.9% | 3.5% | 8.5% | 5.2% | -7.2%
CC(=O)Nc1ccc(S(=O)(=O)NCC(=O)N2CCN(S(=O)(=O)c3cccs3)CC2)cc1 | · | 2.6% | 3.1% | 0.3% | 9.8%
Cc1c2ccccc2c(C)c2c1ccc1ccccc12 | -0.5% | -9.7% | 17.3% | i | 27.6%
CC(=O)NC(CCS(C)(=O)=O)C(=O)Nc1ccc(Cl)c(Cl)c1 (configuration not stated) | -7.7% | 2.5% | -5.7% | 3.7% | -21.5%
O=[N+]([O-])c1ccc(O)c(/C=N/Nc2ccc(Cl)nn2)c1 | -8.9% | 1.32µM* | ? | 8.5% | ?

Compound activity deposited in PubChem BioAssay by Southern Research Specialized Biocontainment Screening Center.
